Compound activity from PubChem BioAssay.
OXTR ag – activates the human oxytocin receptor. CHO-OTR cells, Fluo-8 calcium fluorescence; normalized: DMSO 0%, oxytocin 100%. activation, % at 3 µM. P30559. AID 2435. 320,000 tested, 0.32% active;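 active = activation above the mean of all tested compounds plus 3 SD, cutoff set per screening run, cut at about 20% in these data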;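 also: peak over basal fluorescence ratio from a 100 s FLIPR kinetic read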
M1 ag parental – M1 agonist counterscreen hit in parental CHO-K1 cells; 360,000 tested, 0.48% active; Fluo-8 calcium fluorescence; scaled to maximal ATP response, vehicle zero; activation, % at 3 µM; in the data active = activation above about 15%;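 also: untransfected CHO-K1 host cells lacking M1 receptor as counterscreen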
GPR7 antag – human neuropeptides B/W receptor 1 antagonism. P48145. GPR7-expressing cells, fluorescence antagonist assay. inhibition, % at 4.4 µM. 290,000 tested, 1.1% active. AID 1861; in the data active = inhibition above about 16%, passing the limit was not always enough;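 also: cells stimulated with the agonist NPW; 0% = agonist with vehicle and 100% = vehicle without agonist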
Target sequence (P48145 whole entry, looked up): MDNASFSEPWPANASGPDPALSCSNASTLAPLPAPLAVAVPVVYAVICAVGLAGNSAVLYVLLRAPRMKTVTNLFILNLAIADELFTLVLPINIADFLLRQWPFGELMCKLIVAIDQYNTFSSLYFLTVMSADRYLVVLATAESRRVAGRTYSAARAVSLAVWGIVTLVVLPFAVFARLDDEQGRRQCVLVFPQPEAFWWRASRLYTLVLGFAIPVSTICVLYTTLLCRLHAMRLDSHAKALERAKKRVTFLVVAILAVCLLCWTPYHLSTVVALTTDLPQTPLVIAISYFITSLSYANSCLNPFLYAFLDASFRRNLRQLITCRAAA
CHO parental Ca – counter-screen for OX1R antagonists: effect in parental CHO cells; 330,000 tested, 0.63% active; inhibition, % at 5.6 µM; AID 463079; parental CHO-K1, ATP-induced calcium, Fluo-8 fluorescence;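 active = inhibition above that plate's mean sample inhibition plus 3 SD, cut at about 26% in these data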;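 also: 0% = ATP-challenged DMSO wells and 100% = DMSO wells without ATP; some compounds past the cut are filed as inactive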
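Material – parental CHO cells · Reagent – ATP stimulus · Compound – single nominal dose of 5.6 µM per compound · Detection – Fluo-8 fluorescence · Read-out basis – percent inhibition of calcium signal · Controls – ATP-challenged DMSO wells low, unchallenged DMSO wells high · Repeats – no replicates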
CHO-K1 Ca antag – M1 antagonist counterscreen hit in parental CHO-K1 cells | ATP-induced calcium, Fluo-8 fluorescence | inhibition, % at 3 µM | 360,000 tested, 0.6% active;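 active = inhibition above a per-plate cutoff, the plate's mean sample inhibition plus 3 SD, cut at about 24% in these data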;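 also: 0% = DMSO plus EC80 ATP and 100% = DMSO alone without ATP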
TAAR1 antagonist – antagonists of human TAAR1. Q96RJ0. CHO RD-HGA16 TAAR1, Fluo-8 calcium fluorescence, antagonist. inhibition, % at 3 µM. 360,000 tested, 1.5% active;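 active = inhibition above a per-plate cutoff, the mean inhibition of test compounds on that plate plus 3 SD, cut at about 49% in these data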;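 also: 0% = DMSO plus EC80 beta-PEA response and 100% = DMSO alone without agonist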
Target sequence (Q96RJ0 whole entry, looked up): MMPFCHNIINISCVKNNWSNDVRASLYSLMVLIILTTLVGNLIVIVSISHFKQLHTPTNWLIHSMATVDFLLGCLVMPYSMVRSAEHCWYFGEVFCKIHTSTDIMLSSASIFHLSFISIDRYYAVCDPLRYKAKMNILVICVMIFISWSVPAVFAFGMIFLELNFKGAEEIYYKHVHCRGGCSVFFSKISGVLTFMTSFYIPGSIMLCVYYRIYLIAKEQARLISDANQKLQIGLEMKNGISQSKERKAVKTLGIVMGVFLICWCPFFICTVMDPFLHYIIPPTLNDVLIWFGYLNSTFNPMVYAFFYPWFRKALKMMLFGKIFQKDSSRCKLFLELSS
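Assay system: CHO-derived RD-HGA16 cells stably expressing human TAAR1 plus Gα16. Timing: 140 s kinetic read after compound, 140 s after agonist. Technique: kinetic Fluo-8 calcium fluorescence measurement. Measure: % inhibition of agonist calcium response.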
M1 PAM parental – M1 PAM counterscreen hit in parental CHO-K1 cells | ATP EC20, Fluo-8 calcium fluorescence; 0% at ATP EC20, 100% at ATP max | activation, % at 3 µM | 360,000 tested, 0.02% active | AID 602247;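 active = activation above the run cutoff, the mean activation of all test compounds plus 3 SD, cut at about 40% in these data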;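 also: peak over basal fluorescence ratio in a 140 s read after ATP addition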
V1R ag counter – activates human V1a receptor in oxytocin agonist counter-screen; P37288; activation, % at 3 µM; 320,000 tested, 0.25% active; AID 2797; CHO-V1R cells, Fluo-8 calcium fluorescence, agonist mode; 0% DMSO, 100% 3 nM vasopressin;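 active = activation above the mean activation of all tested compounds plus 3 SD, per screening run, cut at about 20% in these data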;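 also: signal is peak over basal fluorescence ratio across a 100 second FLIPR read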
Target sequence (P37288 whole entry, looked up): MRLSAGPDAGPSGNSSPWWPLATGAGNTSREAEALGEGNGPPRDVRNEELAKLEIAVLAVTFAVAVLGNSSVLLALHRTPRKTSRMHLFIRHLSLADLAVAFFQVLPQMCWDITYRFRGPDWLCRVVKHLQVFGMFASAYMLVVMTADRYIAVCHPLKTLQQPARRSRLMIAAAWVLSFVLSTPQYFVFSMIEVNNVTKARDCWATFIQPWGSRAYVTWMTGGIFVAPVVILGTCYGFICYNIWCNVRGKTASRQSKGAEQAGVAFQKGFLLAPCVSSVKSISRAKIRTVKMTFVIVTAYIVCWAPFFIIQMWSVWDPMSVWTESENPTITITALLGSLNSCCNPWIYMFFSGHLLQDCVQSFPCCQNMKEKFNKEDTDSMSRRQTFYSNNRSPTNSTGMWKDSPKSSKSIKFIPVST
OXTR potentiator – human OXTR potentiation; activation, % at 3 µM; AID 2445; 320,000 tested, 0.061% active; P30559; CHO-OTR cells, Fluo-8 calcium fluorescence, potentiator mode; 0% = oxytocin EC15, 100% = EC100;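 active = activation above that plate's cutoff, the mean activation of tested compounds plus 3 SD, cut at about 6.6% in these data, passing the limit was not always enough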;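 also: 100% uses oxytocin at 75 nM as the full agonist control; some results filed as inactive read as strong as hits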
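test system = CHO-OTR cells, human receptor | compound = single-point 3.0 µM | schedule = 6 min compound pre-incubation at room temperature, 100 s kinetic read | signal = Fluo-8 no-wash calcium dye fluorescence, excitation 470-495 nm, emission 515-575 nm | repeats = single well per compound, singlicate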
Starred values were filed as active, the others as inactive; / = no result given.

SMILES	OXTR ag	M1 ag parental	GPR7 antag	CHO parental Ca	CHO-K1 Ca antag	TAAR1 antagonist	M1 PAM parental	V1R ag counter	OXTR potentiator
O=C(CSCCO)Nc1ccc(C23CC4CC(CC(C4)C2)C3)cc1	5.8	-0.1	-7	0	-4	-2	18	3.6	-3
CC(C)n1c(/N=C/c2c[nH]c3ccccc23)nc2ccccc21	-0.2	0.3	1	1	-12	-19	-9	1.9	0
Nc1cccc(-c2cc3ccccc3oc2=O)c1	-1.4	0.2	6	-14	-4	21	0	-0.5	-5
O=C1CCCC/C=C\C[C@H](CC(=O)N(CCO)Cc2ccccc2)C(=O)N[C@@H](c2ccccc2)CO1	-0.7	5.7	/	-19	-14	15	11	-0.9	5
COC(=O)c1[nH]c2c(c1C)C(=O)CC(c1ccc(OC)cc1)C2 (stereo not drawn)	4.7	5.5	4	-12	-10	-15	-6	2.9	-17
CCN(c1ccc2c(c1)OCO2)S(=O)(=O)c1cc(Br)cc2c1N(C(C)=O)CC2	-1.4	1.2	-3	-7	-17	10	7	0.0	-3
CC1(C)CC(=O)C=C(N=CC2=C(O)CC(C)(C)CC2=O)C1	0.4	0.8	-10	-16	-14	0	15	1.3	-5
COc1ccc(-c2noc(CCC(=O)Nc3nc4ccccc4s3)n2)cc1	-0.1	/	-13	2	/	-1	/	1.4	-9
CCN(CC)CCCNC(=O)N[C@@H](Cc1ccccc1)C(=O)O	-0.3	-0.1	-12	-5	-8	3	-2	-0.3	-9
CC(C)CN1CCN(C(=O)COC(=O)c2ccc(S(C)(=O)=O)c([N+](=O)[O-])c2)CC1	/	-0.5	/	/	-10	1	8	/	/
CC(C)c1nnc(NC(=O)CCC(=O)NCc2ccc(F)cc2)s1	0.2	0.1	-8	-12	-1	-20	2	0.4	1
CCOC(=O)C1(C)CCCN(C(=O)c2ccc(N(C)C)cc2)C1 (stereo not drawn)	/	1.4	/	/	-6	-14	17	/	/
O=S(=O)(c1ccc2ccccc2c1)N(CC1CO1)c1ccccc1 (stereo not drawn)	-2.2	4.1	-3	-21	-1	-4	16	-1.4	-2
CCN(CC)S(=O)(=O)c1cccc(NC(=O)COC(=O)/C=C/c2ccco2)c1	1.6	0.5	-7	-11	-3	-15	15	5.8	-5
O=C(Nc1ccc(Cl)cc1)Nc1ccc(Br)cn1	0.1	0.6	-8	-3	-18	-1	12	0.7	-4
CC(C)CC(=O)Nc1ccc(-c2nnn(CC(=O)NCc3ccco3)n2)cc1	0.3	0.1	-4	-2	-3	5	11	0.8	-4
COc1cccc(NS(=O)(=O)c2ccc(-n3cccn3)cc2)c1	8.3	16*	2	-3	12	3	0	9.8	-15
O=C(O)C1CCc2sc3[nH]c(=S)n(-c4ccccc4)c(=O)c3c21 (stereo not drawn)	0.3	1.3	-1	-8	-22	-7	5	1.3	-4
Cc1cc(C)n2cc(CSc3ncccc3C(=O)O)nc2n1	0.7	0.9	-15	-2	-3	-5	6	1.6	3
O=C(Nc1ccc(Cl)cn1)C1CCCN1S(=O)(=O)c1ccccc1 (stereo not drawn)	0.4	1.4	-14	-19	-18	7	10	0.4	-3
COc1ccc(-c2nc3n(n2)C(c2cccnc2)C(C(N)=O)=C(C)N3)cc1 (stereo not drawn)	-0.4	0.0	-11	-7	6	-11	-1	1.5	-5
O=C(NC(=S)NCc1ccccc1)c1ccccc1Br	-2.8	-0.1	-9	-5	-6	10	8	-0.3	-8
Cc1cnc(NC(=O)CSc2nnc(N)s2)s1	0.5	0.0	6	-6	10	9	10	1.4	-5
Cc1ccccc1Cn1nc(C)c(NC(=O)c2nc3n(n2)C(C(F)F)CC(C)N3)c1C (stereo not drawn)	-0.6	1.1	4	4	-13	-10	26	0.1	-6
O=C(O)c1ccc2nc(CO)[nH]c2c1	-0.5	0.5	-16	-2	-9	-4	10	0.7	-2
COc1ccc(CN2C(=O)C(CC(=O)NCc3cccc4ccccc34)CC(C(=O)N3CCOCC3)=C2C)cc1 (stereo not drawn)	/	0.1	/	/	-11	-19	7	/	/
COc1ccc2ccccc2c1CNCCN1CCOCC1	-0.5	0.9	10	-11	-9	-5	21	0.2	-14
COc1c[nH]n(-c2ccccc2)c(=O)c1=O	-1.1	0.1	/	-2	-10	-31	3	0.0	-5
O=C(NCc1ccccc1)C1=C[C@@H](C2CCCCC2)C[C@@H](OCCCCO)O1	-0.9	-0.5	/	-4	-4	11	-1	-0.5	-5
C=C1CCC[C@]2(C)C[C@H]3OC(=O)C(CN4CC(C)OC(C)C4)[C@H]3C[C@@H]12 (stereo partly drawn)	-1.5	0.3	-10	-14	-21	-3	13	-0.9	-12
CCN(c1ccc(NC(=O)COC(=O)C2CCN(c3ccc(C(F)(F)F)cn3)CC2)cc1)C(C)C	/	0.7	/	/	-15	-11	-9	/	/
O=C(NCCc1ccccc1F)C1CCCN(c2nc3ccccc3s2)C1 (stereo not drawn)	-2.6	2.8	-6	-39	-6	17	8	-0.2	-5
COC(OC)c1ccnc(-c2ccc(OC(=O)c3ccccc3)cc2)n1	1.9	4.3	-5	-14	-1	18	6	2.2	-12
CC1CC(C)CN(C(=O)COC(=O)c2cccc([N+](=O)[O-])c2)C1 (stereo not drawn)	-0.5	6.4	5	-11	-5	-1	10	0.3	-20
O=C(Nc1cccc(F)c1)C1CCN(S(=O)(=O)c2cccc3nonc23)CC1	10	20*	2	9	-16	11	2	14	-10
CC[C@@]1(C(=O)OC)N[C@H](CN(C)C(=O)Nc2ccc(C)cc2)[C@@H]2C(=O)N(Cc3ccccc3)C(=O)[C@@H]21	-0.3	0.5	/	-31	-14	-34	17	1.0	0

Single entries from the results shown.
O=C(Nc1cccc(F)c1)C1CCN(S(=O)(=O)c2cccc3nonc23)CC1 | V1R ag counter = 14
COc1ccc(CN2C(=O)C(CC(=O)NCc3cccc4ccccc34)CC(C(=O)N3CCOCC3)=C2C)cc1 (stereo not drawn) | TAAR1 antagonist = -19
CC1CC(C)CN(C(=O)COC(=O)c2cccc([N+](=O)[O-])c2)C1 (stereo not drawn) | OXTR ag = -0.5
COc1ccc2ccccc2c1CNCCN1CCOCC1 | CHO-K1 Ca antag = -9
CCN(c1ccc(NC(=O)COC(=O)C2CCN(c3ccc(C(F)(F)F)cn3)CC2)cc1)C(C)C | M1 PAM parental = -9

(list continues)
SMILES	OXTR ag	M1 ag parental	GPR7 antag	CHO parental Ca	CHO-K1 Ca antag	TAAR1 antagonist	M1 PAM parental	V1R ag counter	OXTR potentiator
CCc1noc(C)c1C(=O)OC(C)C(=O)NCc1ccc(OC)cc1 (stereo not drawn)	-0.3	0.8	/	-11	-16	-10	23	0.0	1
COc1ccc(C2NC(=O)c3n[nH]c(C)c32)c(OC)c1 (stereo not drawn)	-0.3	-0.5	-13	-13	2	-6	-8	-0.3	-5
O=C(Nc1ccon1)c1cc2c(s1)CCCC2	-1.3	0.5	-9	-6	-24	/	20	-0.5	-5
CC[C@H](C)[C@H](NC(=O)OCc1ccccc1)C(=O)OCC(=O)N1CCN(c2ccc(OC)cc2)CC1	/	9.6	/	/	-9	2	-4	/	/
O=C(CSc1nnnn1C1CCCC1)Nc1ccc(F)cc1	0.9	0.5	6	-15	-12	-13	19	0.2	2
COc1ccc(CC(=O)N2CCc3ccccc32)cc1	-2.5	0.2	4	-10	-10	-23	23	-1.3	-10
COc1ccc(OC)c(Nc2nnc(C)c(=O)[nH]2)c1	-0.3	/	-15	-6	/	-4	/	1.2	-2
CCOC(=O)C1=NN(C(=O)Cc2ccccc2)C(O)(C(C)(C)C)C1 (stereo not drawn)	-2.2	-0.2	-4	-15	-4	15	7	-0.2	2
COC(=O)C1=CN(CC2CCCO2)C=C(C(=O)OC)C1c1ccccc1C(F)(F)F (stereo not drawn)	-2.2	0.4	9	-13	-4	-1	14	-1.0	-4
N#Cc1c2n(c3c(=O)n(Cc4ccccc4Cl)cnc13)CCCCC2	0.2	-0.2	-7	-11	-12	-18	16	0.5	-6
O=C(O)CSc1nnc(-c2cccc(S(=O)(=O)N3CCOCC3)c2)n1-c1ccc(F)cc1	-0.3	3.3	/	2	1	8	10	0.0	-6
O=C(CN1C(=O)c2ccccc2C1=O)NCC1COc2ccccc2O1 (stereo not drawn)	0.5	-0.1	-12	-2	-5	-6	7	1.0	-1
Cc1cc(C)cc(Cn2cc(CN3CC(N4CCSCC4)CS3(=O)=O)nn2)c1 (stereo not drawn)	/	-0.2	/	/	1	-14	0	/	/
COCC(=O)Nc1cc([N+](=O)[O-])ccc1C	0.5	0.1	-9	-14	6	14	-3	1.5	2
Cc1nc([N+](=O)[O-])c(C(=O)OCc2ccccc2)n1C	1.5	0.9	2	5	-8	-20	6	1.1	5
COc1cccc(Nc2n[nH]c(=S)s2)c1	-0.6	0.2	-12	-7	-5	-7	10	1.0	-5
O=C(NCc1cccs1)c1ccc2sc(C3=C[C@@H](O)[C@@H](O)[C@@H](CO)O3)nc2c1	/	1.5	/	/	-11	-17	16	/	/
O=[N+]([O-])c1cc(C(F)(F)F)ccc1NC1CCN(Cc2ccccc2)CC1	-2.5	0.9	-3	-21	-15	-45	14	-0.9	-6
CN(C)/C=C/C(=O)c1cccc(Cl)c1	0.1	0.3	-2	-13	9	-28	-8	0.3	1
NC(=O)CC(NC(=O)Cc1ccc(Br)cc1)c1ccc(NCCN2CCOCC2)c([N+](=O)[O-])c1 (stereo not drawn)	-0.1	1.1	-10	-6	-12	-3	26	-0.2	-2
CCOc1ccc(N2C(=O)CSC2=NC#N)cc1	0.8	0.0	/	-4	-8	-10	-7	0.4	-7
Cc1ccc(S(=O)(=O)NCc2ccccc2)cc1C(=O)N(C)Cc1ccccc1F	0.3	2.8	8	-9	-11	-11	8	4.2	-8
O=C(COc1ccc(Cl)cc1)N1CCCCCCC1	-1.6	1.2	2	-10	-6	-3	1	-0.3	-10
CCC(C)NC(=O)CNC(=S)N(Cc1ccccc1F)C1CCCCC1 (stereo not drawn)	-1.3	0.0	-3	-29	-16	-32	21	-0.9	-2
NNC(=O)c1nnsc1-c1csnn1	/	0.8	/	/	-9	31	0	/	/
Nc1cc(=O)[nH]c(SCC(=O)N2CCCC2)n1	0.7	0.0	/	-3	-16	16	22	1.4	-2
Cn1c(=O)[nH]c(=O)c2c1nc(Sc1nc3ccccc3s1)n2Cc1ccccc1	-2.1	1.7	-4	-38	-4	20	20	-1.4	-20
O=C1CNC(=S)N1c1nc(-c2ccccc2)cs1	-1.9	0.1	-5	4	-3	-10	10	-0.3	-2

3 entries already listed, sorted by their value in OXTR potentiator, highest first.
mol	GPR7 antag	TAAR1 antagonist	OXTR potentiator
CCc1noc(C)c1C(=O)OC(C)C(=O)NCc1ccc(OC)cc1 (stereo not drawn)	/	-10	1
O=C(CSCCO)Nc1ccc(C23CC4CC(CC(C4)C2)C3)cc1	-7	-2	-3
Cn1c(=O)[nH]c(=O)c2c1nc(Sc1nc3ccccc3s1)n2Cc1ccccc1	-4	20	-20
